# Screening data from PubChem.
# T cell HTS: modulates CD8 T cell binding to vesicles; 2C CD8+ T cell-vesicle binding, flow cytometry; hits give low values; calls only at 7 µM; hit rate 0.068% among 330,000; AID 2052;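 active means response, share of CD8 T cells binding vesicles, and their 90th percentile fluorescence all below set limits, cut at about 80% in these data, passing the limit was not always enough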
#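 Incubation: binding step 1.5 h, 37 °C, antibody labelling 20 min, ice; system: murine 2C transgenic CD8+ T lymphocytes; technique: cytometric PE anti-B7-1 and Alexa647 anti-CD8 signals after 1% paraformaldehyde fixation; also added: QL9-charged Drosophila Ld/ICAM-1/B7-1 vesicles; control set: naked versus QL9-loaded vesicles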
# Myeloid diff MLP: myeloid differentiation induction; calls only at 10 µM; ER-HoxA9 myeloid progenitors, lysozyme-GFP differentiation, flow cytometry; hit rate 1% among 360,000;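 active means normalized GFP-positive differentiation at or above the plate's own cutoff, the solvent-only control mean plus 3 SD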;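 further: cells exposed to compound for four days before flow analysis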
# T cell HTS vesicle-bound %: further read-out of T cell HTS, marked with its call; double positive events, %; measured here: CD8+ vesicle-bound cell fraction;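 binding gate set so that unloaded-vesicle control wells show 10% double positive cells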
# Myeloid diff MLP GFP+ MAC1+ %: second read-out of Myeloid diff MLP, no call of its own (marks repeat the call); GFP+ MAC1+ double positive, %; measured here: differentiation confirmed by MAC1 staining
# * marks the source's active call; other numbers are inactive results; i = inactive; + = active, no number. These rows are one share of the data; the hit share may differ from the screen's.
SMILES,T cell HTS,T cell HTS vesicle-bound %,Myeloid diff MLP,Myeloid diff MLP GFP+ MAC1+ %
Cc1ccc(Cn2nc(C)c(C(=O)N3CCN(S(=O)(=O)/C=C/c4ccccc4)CC3)c2C)cc1,i,16,i,0.2
C[C@H](NC(=O)c1[nH]cnc1C(=O)Nc1ccon1)c1ccccc1,i,42,i,1.4
C[C@H](C[C@H](O)[C@H]1OC1(C)C)C1=C2C[C@H](O)C3[C@@]4(C)CCC(=O)C(C)(C)C4CC[C@]3(C)[C@@]2(C)CC1 (some centres undefined),i,25,i,3.5
CN(C)S(=O)(=O)c1cccc(NC(=O)c2ccc3c(c2)S(=O)(=O)N=C2CCCCCN23)c1,i,7,i,1.4
CC(C)CCNC(=O)C1CCN(Cc2cccc(OCc3ccccc3)c2)CC1,i,34,i,0.6
Cc1ccc(S(=O)(=O)N2CCOCC2)cc1NC(=O)C1CC(=O)N(c2ccc3c(c2)OCCO3)C1 (centres undefined),i,42,i,1.1
O=C(CSc1nc(=O)n(CCCN2CCOCC2)c2c1CCC2)Nc1ccc(F)cc1F,i,61,i,0.5
CC(C)NS(=O)(=O)c1ccc(NC(=O)C(C)OC(=O)CCC(=O)c2cccs2)cc1 (centres undefined),i,37,i,0.2
COc1cc(NC(=O)CSc2nc(=O)n(CCN3CCOCC3)c3c2CCC3)cc(OC)c1,i,45,i,1.1
CCN(CC(=O)NCc1ccc(Cl)cc1)C(=O)COc1cccc(C(F)(F)F)c1,i,41,i,0.8
O=C(COC(=O)C1CC1)NC(=O)c1ccccc1,i,41,i,0.5
O=C(COc1ccc(F)cc1)Nc1cc(Cl)ccc1-n1cncn1,i,38,i,1.2
Cc1sc2ncnc(NS(=O)(=O)c3ccc(Cl)cc3)c2c1C,i,42,i,1.2
CCCCOc1ccc(/C=C/C(=O)OCC(=O)NC2CCS(=O)(=O)C2)cc1OCC (centres undefined),i,53,i,0.4
Cc1c(C(=O)N(C)Cc2nc3ccccc3c(=O)[nH]2)oc2ccccc12,i,15,+,12*
O=C(COc1coc(CN2CCN(c3ccccc3F)CC2)cc1=O)NC1CCCCC1,i,35,i,0.8
Cc1ccc(C(=O)NC(C(=O)OCc2cn3cc(Cl)ccc3n2)C(C)C)cc1 (centres undefined),i,24,i,0.9
O=C(CSc1nnc2ccccn12)Nc1ccccc1Cl,i,53,i,1.1
Cc1cc(C)c(C)c(S(=O)(=O)Nc2ccccc2C(=O)NN2CCOCC2)c1C,i,10,i,1.1
CC(=O)Nc1ccc(NC(=O)C(C)OC(=O)/C(C#N)=C/c2ccc(N(C)C)cc2)cc1 (centres undefined),i,21,i,0.3
COc1ccc2[nH]c(=O)c(-c3nnn(-c4ccc(F)cc4)n3)cc2c1,i,13,i,1.5
O=C(CCc1ccccc1Cl)Nc1cc2c(cc1C(=O)O)OCCCO2,i,24,i,0.3
CSc1ccc(CN(C)C(=O)CCNS(=O)(=O)c2ccc(C)c(C)c2)cc1,i,30,i,1.3
COC(=O)C1CCN(C(=O)COC(=O)CSc2ccc(C(N)=O)cc2[N+](=O)[O-])CC1,i,4,i,1.0
CC(C)CNC(=O)CSc1ccc(S(=O)(=O)N2CCN(C)CC2)cn1,i,37,i,0.9

# Next records follow:
SMILES,T cell HTS,T cell HTS vesicle-bound %,Myeloid diff MLP,Myeloid diff MLP GFP+ MAC1+ %
Cc1ccc(N2C(=O)CC(N3CCN(c4ccc(F)cc4)CC3)C2=O)c(C)c1 (centres undefined),i,46,i,0.5
CC1CCCC(NC(=O)COC(=O)Cc2ccc(Cl)cc2)C1C (centres undefined),i,7,i,1.5
O=c1[nH]cnc2c1ncn2[C@@H]1O[C@H](COS(=O)(=O)O)[C@@H](O)[C@H]1O,i,14,i,1.2
CCN(C[C@H]1N[C@@](Cc2ccccc2)(C(=O)OC)[C@H]2C(=O)N(Cc3ccccc3)C(=O)[C@@H]12)C(=O)COC,i,12,i,0.8
COc1ccc(S(=O)(=O)N2CCCCCC2)cc1C(=O)N(C)Cc1ccc(C)cc1,i,54,i,0.7
CC[C@]12c3[nH]c4ccccc4c3CCN1C(=O)C(CC(=O)NCC13CC4CC(CC(C4)C1)C3)C[C@@H]2C(=O)N1CCN(C(=O)C2CC2)CC1 (some centres undefined),i,21,i,0.9
CC(C)C[C@H]1COCCS(=O)(=O)N1Cc1ccccc1F,i,19,i,1.0
CC(OC(=O)Cn1cc(C(F)(F)F)ccc1=O)C(=O)N(C)c1ccccc1 (centres undefined),i,40,i,0.4
CC(CNC(=O)c1ccccc1[N+](=O)[O-])NC(=O)c1ccccc1[N+](=O)[O-] (centres undefined),i,26,i,0.7
CCCCN(C(=O)c1c(C)noc1C)c1c(N)n(CCC)c(=O)[nH]c1=O,i,40,i,0.4
O=C(NCC1CC1)Nc1ccccc1F,i,10,i,0.4
COc1ccc(C(=O)NCC(=O)OCC(=O)NCc2ccc3c(c2)OCO3)cc1,i,56,i,0.5
CC(=O)N/C(=C\c1ccccc1)C(=O)OC(C)C(=O)N(C)c1ccccc1 (centres undefined),i,32,i,0.3
N#Cc1nc(-c2ccccc2F)oc1N1CCCCC1,i,37,i,0.4
O=C(Cn1ccc(NC(=O)OCc2ccccc2)nc1=O)NCc1ccc2[nH]ccc2c1,i,32,i,0.5
CCOc1ccc(NS(=O)(=O)c2ccc(C(=O)NCCN3CCOCC3)cc2)cc1,i,27,i,0.6
O=C(CN(C(=O)CCC(=O)Nc1ccccn1)c1cccc(F)c1)NCc1ccc2c(c1)OCO2,i,50,i,0.4
CC(c1nnc(SCC(=O)c2c(N)n(C3CC3)c(=O)[nH]c2=O)n1-c1ccc(F)cc1)N(C)C (centres undefined),i,30,i,0.4
COc1cccc(CN(C)C(=O)c2ccc(OCC(=O)Nc3cccc(C(F)(F)F)c3)c(OC)c2)c1,i,57,i,2.0
O=C(NN=Cc1c(F)c(F)c(F)c(F)c1F)c1ccc(NS(=O)(=O)c2cccs2)cc1,i,43,i,1.3
COc1ccccc1NC(=O)C(=O)NCCC1CCCCN1S(=O)(=O)c1ccccc1 (centres undefined),i,44,i,0.4
CC(=O)Nc1ccc(S(=O)(=O)Nc2cccc(-n3c(C)nc4ccccc4c3=O)c2)cc1,i,55,i,0.9
Cc1cccc(NC(=O)C2CCN(S(=O)(=O)c3c(C)c(C)cc(C)c3C)CC2)n1,i,16,i,0.5
CCOC(=O)CNC(=O)N1CCCC(Cc2ccccc2)(C(=O)OCC)C1 (centres undefined),i,54,i,0.2
Cc1nc(COc2ccc(C(=O)NCc3ccccc3CN3CCCCC3)cc2)cs1,i,44,i,1.2

# (next part)
SMILES,T cell HTS,T cell HTS vesicle-bound %,Myeloid diff MLP,Myeloid diff MLP GFP+ MAC1+ %
Cc1ccc2oc(=O)c(-c3ccc(O)cc3)c(C)c2c1,i,38,i,1.4
Cc1ccc2nc(SCC(=O)Nc3ccc4c(c3)OCO4)nc(=O)n2c1,i,55,i,1.2
COc1ccccc1NC(=O)COC(=O)c1ccc2ccccc2n1,i,43,i,0.0
Cc1nc(N2CCN(S(=O)(=O)c3ccccc3C#N)CC2)c2c(-c3ccccc3)csc2n1,i,22,i,0.7
O=C(CN1C(=O)NC2(CCOc3ccccc32)C1=O)NCCc1ccc(F)cc1 (centres undefined),i,40,i,0.4
CCN(CC(=O)Nc1c(F)cccc1F)C(=O)c1ccc(S(=O)(=O)N2CCC(C)CC2)cc1,i,45,i,1.0
COc1ccc([C@@H]2CC=C(C(=O)O)[C@H](c3ccc(C(C)(C)C)cc3)N2S(=O)(=O)c2ccc(C)cc2)cc1OC,i,14,i,0.2
C=CCSCC1Nc2cc(Cl)c(S(N)(=O)=O)cc2S(=O)(=O)N1 (centres undefined),i,63,i,1.6
CCCOc1ccc(C(=O)N(CC(C)C)c2c(N)n(Cc3ccccc3)c(=O)[nH]c2=O)cc1,i,32,i,2.0
COc1ccc(C(CNC(=O)CCNC(=O)c2ccccc2Cl)N2CCCC2)cc1 (centres undefined),i,48,i,0.8
CCC(=O)c1ccc(OCC(=O)NC2CCN(Cc3ccccc3)CC2)cc1,i,27,i,0.7
Cc1ccc(C(=O)NC(C)CCc2ccccc2)cc1S(=O)(=O)N1CCOCC1 (centres undefined),i,47,i,0.4
COCCn1c(SCC(=O)NC(=O)NC2CCCCC2)nc2ccccc2c1=O,i,43,i,1.5
Cc1cc(O)c2c(c1)C(=O)c1cc(O)cc(O)c1C2=O,i,41,i,2.7
CSc1ncccc1C(=O)OCC(=O)NC1CCCc2ccccc21 (centres undefined),i,30,i,1.0
CC(C)Cn1c(SCC(=O)O)nnc1-c1cccc(S(=O)(=O)N2CCOCC2)c1,i,4,i,0.4
O=c1oc([C@@H](O)c2ccccc2)cc2ccccc12,i,57,i,1.5
Cc1c(C(=O)N2CCC(C(N)=O)CC2)oc2ccc(Br)cc12,i,53,i,0.6
COc1ccc(NC(=O)CN(C)C(=O)c2c(-c3c(F)cccc3Cl)noc2C)cc1,i,30,i,0.5
COc1cccc(NC(=O)CN(C)C(=O)CNC(=O)c2ccc3ccccc3c2)c1,i,39,i,0.7
NC(=O)c1cc([N+](=O)[O-])ccc1NCC1CCCCC1,i,28,i,0.5
O=C(NCCSc1ccccc1)c1ccccc1F,i,62,i,0.4
O=C(NNC(=O)c1ccc([N+](=O)[O-])cc1)c1ccc(NS(=O)(=O)c2cccs2)cc1,i,54,i,0.7
CS(=O)(=O)c1ccc(Cl)c(C(=O)OCC(=O)NC2CCCCCCC2)c1,i,36,i,1.3
Cc1ccc(S(=O)(=O)N(C)c2ccc(C(=O)N(CC(C)C)C3CCS(=O)(=O)C3)cc2)cc1 (centres undefined),i,36,i,1.1

# Later entries
SMILES,T cell HTS,T cell HTS vesicle-bound %,Myeloid diff MLP,Myeloid diff MLP GFP+ MAC1+ %
CCOC(=O)[C@H]1[C@H]2COc3ccc(Br)cc3[C@@H]2N2C(=O)c3c(C)cc(C)cc3NC(=O)[C@@]12C,i,21,i,0.3
Cc1ccc(C)c(NC(=O)CN(C)C(=O)c2ccc3c(=O)n4c(nc3c2)CCC4)c1,i,40,i,0.9
CC(=O)c1ccc(NC(=O)CN2C(=O)NC(C)(c3ccc4c(c3)OCCO4)C2=O)cc1 (centres undefined),i,36,i,0.4
CCn1c2ccccc2c2cc(NC(=O)COC(=O)c3ccc(NC(=O)CC#N)cc3)ccc21,i,8,i,0.5
CCOc1ccc(CCNC(=O)COC(=O)Cc2c[nH]c3ccccc23)cc1OCC,i,50,i,1.1
CCN(CC)S(=O)(=O)c1ccc(N2CC(C(=O)NCCC3=CCCCC3)CC2=O)cc1 (centres undefined),i,42,i,0.5
COC(=O)[C@]1(C)N[C@H](CN(C)C(=O)Nc2ccccc2)[C@@H]2C(=O)N(C)C(=O)[C@@H]21,i,7,i,1.8
O=C(COc1cccc(C(F)(F)F)c1)NCC(c1cccs1)N1CCOCC1 (centres undefined),i,14,i,0.9
O=C1CC2(CCCC2)Oc2ccc(Cl)cc21,i,14,i,2.1
COc1ccc2[nH]c3c(c2c1)CCN1C(=O)N([C@@H](C)C(=O)NCCc2ccc(OC)c(OC)c2)C(=O)[C@]31C,i,35,i,2.9
COc1cccc(NC(=O)n2ncc3c(C)cccc32)c1,i,25,i,0.4
CC(=O)Nc1ccc(NC(=O)C(C)OC(=O)CC2CCCCC2)cc1 (centres undefined),i,56,i,0.6
CCN(CC(=O)Nc1c(F)cccc1F)C(=O)c1ccc(N2CCCC2=O)cc1,i,42,i,0.7
O=C(O)c1cccc(S(=O)(=O)NCC2COc3ccccc3O2)c1 (centres undefined),i,56,i,4.9
CCc1noc(C)c1C(=O)NCCc1ccc(Cl)cc1,i,47,i,0.3
COc1ccc(NC(=O)c2ccc(COc3ccccc3Br)o2)c(OC)c1,i,56,i,0.2
NS(=O)(=O)c1ccc(CCNC(=O)CNC(=O)Cc2cccc3ccccc23)cc1,i,54,i,0.1
CCC(=O)N1CCN(c2cc3c(cc2F)c(=O)c(C(=O)O)cn3CC)CC1,i,26,i,0.7
